Source: PubChem (several laboratories)
SV40 large T antigen – SV40 large T antigen inhibitors, biochemical (AID 1903); SV40 large T antigen ATPase/helicase inhibition assay; higher % means a stronger effect; 310,000 compounds, 0.39% hits; inhibition, % at 20 µM, or IC50 in µM where a hit was titrated; in the data active = a potency from the dose series; inconclusive = inhibition mostly from about 32% at the one dose, without a potency; inactive = the rest, 99 in 100 with inhibition below about 32%; also: strong numbers were not always called active
NTR1 agonist – agonists of NTR1, primary screen, imaging, U2OS cells, beta-arrestin-GFP, high content (AID 493036) | P30989 | NTR1-U2OS beta-arrestin-GFP spot imaging, agonist mode | activation, % at 20 µM | 330,000 compounds, 0.17% hits;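 active = activation at or above 40% of the spot to cytoplasm intensity ratio, with at least 20 cells analyzed; inconclusive = wells under 20 cells, flagged as cytotoxic or low count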;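 also: 0% = DMSO without peptide and 100% = 100 nM NTR1 peptide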
Target sequence (P30989 whole entry, looked up): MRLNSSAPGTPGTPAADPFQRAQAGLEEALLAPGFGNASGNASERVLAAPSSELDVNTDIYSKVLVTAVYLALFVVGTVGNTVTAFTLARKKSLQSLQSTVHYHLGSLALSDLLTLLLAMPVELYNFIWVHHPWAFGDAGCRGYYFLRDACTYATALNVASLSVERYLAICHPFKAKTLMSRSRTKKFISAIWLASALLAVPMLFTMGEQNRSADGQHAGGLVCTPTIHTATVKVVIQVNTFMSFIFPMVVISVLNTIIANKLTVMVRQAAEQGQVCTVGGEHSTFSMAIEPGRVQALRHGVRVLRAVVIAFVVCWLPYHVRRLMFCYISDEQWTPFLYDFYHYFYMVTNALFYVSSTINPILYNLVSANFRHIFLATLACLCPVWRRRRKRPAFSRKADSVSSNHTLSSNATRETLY
RSV antiviral HEp-2 – RSV antiviral activity via CPE protection, HEp-2 cells, primary 10 µM value included (AID 2391); HEp-2 cells, RSV-induced CPE inhibition; higher % means a stronger effect; CPE inhibition, % at 10 µM, or IC50 in µM where a hit was titrated; 310,000 compounds, 0.13% hits; in the data active = a potency from the dose series; inconclusive = CPE inhibition mostly from about 23% at the one dose, without a potency; inactive = the rest, 99 in 100 with CPE inhibition below about 21%; also: strong numbers were not always called active
TNAP activation fold – stimulation of alkaline phosphatase TNAP activity – biochemical, luminescent, no phosphate acceptor, uHTS, primary screen (AID 1001); 200,000 compounds, 0.03% hits; purified TNAP, luminescent activation assay, no phosphate acceptor; higher activation fold means a stronger effect; activation fold at 20 µM; hits with a dose series show EC50 in µM; in the data active = activation fold from about 3, or a potency from the dose series; inactive = the rest, 99 in 100 with activation fold below about 1.6; also: many of its hits are not listed in these tables
Myeloid diff 2 – myeloid differentiation induction. 360,000 compounds, 1% hits. ER-HoxA9 myeloid progenitors, lysozyme-GFP differentiation, flow cytometry. AID 624256. calls only at 10 µM;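 active = normalized GFP-positive differentiation at or above the plate's own cutoff, the solvent-only control mean plus 3 SD; inconclusive = no clear call, values can overlap the other calls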;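 also: cells exposed to compound for four days before flow analysis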
T cell HTS – T cell immune modulation candidate | 2C CD8+ T cell-vesicle binding, flow cytometry; stronger effect = lower value | calls only at 7 µM | 330,000 compounds, 0.068% hits;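 active = response, share of CD8 T cells binding vesicles, and their 90th percentile fluorescence all below set limits, cut at about 80% in these data, passing the limit was not always enough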
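Read-out – percent CD8+ FL2 mean versus row control · System – murine 2C transgenic CD8+ T lymphocytes · Times – 1.5 h cell–vesicle binding at 37 °C, then 20 min icy labelling · Control set – naked vesicles low, QL9 vesicles with vehicle high · Detection – cytometric PE anti-B7-1 and Alexa647 anti-CD8 signals after 1% paraformaldehyde fixation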
PhoP inhibition – inhibitors of PhoP regulon expression, primary screen, Salmonella Typhimurium, GFP reporter (AID 1863) | inhibition, % at 50 µM; hits with a dose series show IC50 in µM | S. Typhimurium PhoP-regulated promoter GFP reporter, 4 h; higher % means a stronger effect | 300,000 compounds, 0.16% hits;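 active = inhibition over 29.93%, a cutoff 3 SD above the screen mean, later confirmed by dose response; inconclusive = inhibition over 29.93% but no dose response follow-up; inactive = inhibition at most 29.93% or unconfirmed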;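 also: 0% = low Mg2+ inducing control and 100% = high Mg2+ repressing control; strong numbers were not always called active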
K1F lysis inhibition – protection from phage-mediated lysis, alamar blue read-out – E. coli UTI89, K1F phage, bacterial capsule biogenesis inhibitors (AID 488966); E. coli UTI89 K1F phage lysis, alamar blue, 2 h; higher % means a stronger effect; inhibition, % at 100 µM; hits with a dose series show IC50 in µM; 340,000 compounds, 0.02% hits;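 active = phage lysis inhibition, versus mean bacterial control, above a set limit; inconclusive = no clear call, values can overlap the other calls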;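 also: capsule biogenesis inhibitors block K1F phage lysis so surviving cells raise fluorescence; higher fluorescence means more inhibition of phage lysis; actives were called in the ten point dose series up to 300 µM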
Rac1 GTP hydrolysis – MgcRacGAP GTPase-activating activity inhibitors, confirmation, biochemical, ADP Hunter fluorescence; MgcRacGAP-stimulated Rac1 GTP hydrolysis, ADP Hunter fluorescence; higher % means a stronger effect; GST-tagged Rac1 F28L mutant substrate; one-dose inhibition, % at 30 µM; IC50 in µM for titrated hits; 340,000 compounds, 0.6% hits;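 active = first-screen hits whose inhibition reached a set limit at any dose in the follow-up dose series; inconclusive = inhibition above the set first-screen limit but never retested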;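 also: fluorescence reports GDP produced by GAP-driven GTP hydrolysis; strong numbers were not always called active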
T cell HTS vesicle-bound % – recorded beside T cell HTS, whose call it bears; double positive events, %; measured here: CD8+ vesicle-bound cell fraction;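 binding gate set so that unloaded-vesicle control wells show 10% double positive cells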
NTR1 agonist cell count 20 µM – second read-out of NTR1 agonist, no call of its own (marks repeat the call); cell count; measured here: cell count, cytotoxicity flag
Myeloid diff 2 GFP+ MAC1+ % – second read-out of Myeloid diff 2, no call of its own (marks repeat the call); GFP+ MAC1+ double positive, %; measured here: differentiation confirmed by MAC1 staining
Starred values were filed as active, the others as inactive; i = inactive; ? = inconclusive; / = not tested or not shown; + = active, no number; [ ] = dose if it differs, or a comment.

SMILES	SV40 large T antigen	NTR1 agonist	NTR1 agonist cell count 20 µM	RSV antiviral HEp-2	TNAP activation fold	Myeloid diff 2	Myeloid diff 2 GFP+ MAC1+ %	T cell HTS	T cell HTS vesicle-bound %	PhoP inhibition	K1F lysis inhibition	Rac1 GTP hydrolysis
COc1ccc(S(=O)(=O)Cc2ccc(C(=O)N3CC(C)CC(C)C3)o2)cc1 (stereo not given)	/	2.4	48	0.3%	/	i	2.6	i	44.3	/	3.8%	-9.7%
N#Cc1cnn(Cc2ccc(Cl)cc2)c1N	8.9%	-1.2	52	0.1%	1.1	i	4.5	i	19.6	18.3%	0.1%	-0.4%
CN(C(=O)c1ccc(NC(=O)Cc2ccc(NC(=O)C3CCCN(C(=O)c4ccccc4)C3)cc2)cc1)C1CC1 (stereo not given)	/	-2.1	59	3.0%	/	i	0.4	i	16.7	/	3.2%	8.1%
CC(C)C(=O)N(c1ccc2oc(=O)sc2c1)S(=O)(=O)c1cccs1	22.8%	1.4	54	1.3%	0.9	i	1.7	i	44.2	0.6%	-0.5%	19.7%
CN(C)C(=O)COc1ccc(Br)cc1	7.3%	2.8	54	1.4%	1	i	1.2	i	16.5	-11.8%	0.6%[50 µM]	7.9%
Cc1ccc(C(=O)O)cc1NC(=O)c1ccc(Cn2nc(C)c(Cl)c2C)o1	8.3%	3.5	77	1.3%	1	i	0.4	i	39.4	-7.6%	0.0%	-7.2%
COC(=O)c1ccccc1NC(=O)CSc1ncccn1	-11.8%	1.2	43	2.9%	/	i	0.2	i	43.7	4.0%	0.6%	2.4%
COc1ccccc1/C=C/C=c1\sc2nc(=O)c(Cc3ccccc3)nn2c1=O	29.3%	-0.7	35	2.9%	/	i	0.4	i	49.1	5.3%	0.6%	12.3%
COc1ccc(-c2nnn(Cc3nc(N)nc(N4CCOCC4)n3)n2)cc1OC	3.1%	1.0	47	-1.1%	1.1	/	/	i	56.9	-3.5%	1.1%	11.9%
CCOC(=O)N1CCC(NC(=O)c2cnc3n(c2=O)CCS3)CC1	4.6%	0.0	89	3.4%	1	i	2.8	i	22.9	-5.3%	1.6%	2.0%
CN(C)S(=O)(=O)c1ccc2c(c1)c(=O)c(C(=O)N1CCOCC1)cn2C	4.5%	-3.0	59	1.1%	1.1	i	1.8	i	58.6	2.0%	-0.8%	-4.9%
CCCN(CC(=O)Nc1ccccc1C)C(=O)c1ccc(C2SCCS2)cc1	6.0%	0.0	42	-0.9%	/	i	0.5	i	39.2	1.1%	-1.9%	-0.7%
COc1ccccc1-c1noc(-c2cccnc2)n1	-0.7%	7.6	99	3.6%	1.1	i	1.2	i	58.0	2.6%	0.9%	-0.6%
CCOC(=O)c1ccc(N2C(=O)CC(Sc3nnc(C)s3)C2=O)cc1 (stereo not given)	30.7%	-0.8	34	0.5%	1.1	i	0.4	i	22.6	-17.0%	-1.6%	12.6%
Cc1cccn2cc(CCNC(=O)Cc3cccs3)nc12	3.6%	1.2	42	-0.5%	/	i	0.2	i	49.8	-1.5%	0.1%	12.2%
Nc1cc2c(cc1C(=O)c1ccc(Cl)cc1)OCCO2	1.3%	-0.8	71	-1.1%	1.1	i	1.6	i	35.1	6.7%	0.5%	5.2%
C#CCOCCOCCOCCNc1nc(N2CCN(C(=O)[C@H](CCCCN)n3cc([C@@H](N)CO)nn3)CC2)nc(N2CCN(C(=O)[C@H](Cc3cc4ccccc4[nH]3)n3cc([C@@H](N)Cc4ccc(O)cc4)nn3)CC2)n1	?	-1.9	100	-1.2%	1.1	/	/	i	33.8	7.8%	/	/
COc1ccc(C(=O)COC(=O)C(C)N2C(=O)C3C4CCC(C4)C3C2=O)cc1 (stereo not given)	0.7%	1.5	40	-0.5%	/	i	3.4	i	45.6	6.8%	0.4%	0.0%
Cc1ccc(NC(=O)CN(C)C(=O)C(C)OC(=O)CNC(=O)c2ccc(Cl)c([N+](=O)[O-])c2)cc1 (stereo not given)	6.8%	-1.0	60	4.8%	/	i	0.7	i	28.9	-4.4%	0.6%[50 µM]	9.2%
CCC(C)NC(=O)[C@@H]1CCCN1C(=O)C1CCN(S(=O)(=O)c2ccc(C)cc2)CC1 (stereo not given in full)	8.0%	1.0	75	0.4%	/	i	1.1	i	22.6	-2.7%	0.2%	5.1%
COc1cccc(C2C(=O)N(C3CCCCC3)CC(=O)N2Cc2ccc(F)cc2)c1 (stereo not given)	-1.3%	0.0	58	-0.6%	0.8	i	8.2	i	17.0	-3.2%	2.7%	7.1%
CCN=C(NC#N)SCc1c(F)cccc1Cl	4.0%	2.6	50	1.9%	1	i	0.2	i	49.8	5.2%	2.0%	4.5%
Oc1c(C=NCc2ccncc2)sc2ccccc12	12.6%	1.4	59	2.9%	1.1	/	/	i	65.6	13.0%	/	/
O=c1c2cnn(-c3ccc(F)cc3)c2ncn1Cc1ccccn1	8.6%	-0.6	85	/	1	/	/	/	/	4.6%	/	/
CCOc1ccccc1C(=O)NCCCn1ccnc1	-13.8%	1.3	89	1.9%	1	i	0.4	i	16.8	0.0%	0.2%	6.3%
CCCNC(=O)c1ccc(CN2CCOCC2)cc1	4.7%	0.1	89	0.8%	1.1	i	0.1	i	53.5	-1.2%	0.0%	8.3%
NNC(=O)c1ccc(-c2cccc([N+](=O)[O-])c2)o1	11.9%	2.9	32	-0.3%	0.9	i	0.7	i	40.1	-4.1%	-0.5%	7.5%
Cn1cnnc1SCCOc1ccc(Cl)cc1	26.9%	-1.2	58	1.3%	1.1	i	0.1	i	57.0	-4.8%	0.2%	10.0%
COc1ccc(NC(=O)CN(C)C(=O)C23CC4CC(CC(C4)C2)C3)cc1	7.9%	4.0	52	1.6%	/	i	1.7	i	61.4	-2.1%	-0.1%	4.8%
COc1cccc(C(=O)N(Cc2cc3cc(C)ccc3[nH]c2=O)CC2CCCO2)c1 (stereo not given)	5.7%	-1.4	57	0.8%	1.1	i	1.7	i	32.3	-2.0%	0.1%	6.7%
CCOc1ccc(S(=O)(=O)N2CCCC(C(=O)Nc3cc(C)cc(C)c3)C2)cc1 (stereo not given)	5.7%	4.2	54	1.1%	/	i	0.2	i	8.2	-1.5%	0.3%	2.8%
COc1cc(NS(=O)(=O)c2ccc(NC(=S)NC(=O)C(C)(C)C)cc2)nc(OC)n1	6.4%	0.4	85	/	1.1	i	6.9	i	12.6	0.7%	3.6%	9.8%
COc1ccc(Cn2c(C)nnc2-c2cnn(C)c2N)cc1OC	12.7%	0.0	50	5.9%	1	i	0.5	i	42.2	-9.9%	2.7%	-3.8%
Cc1ccc(C(=O)OCC(=O)NC2CCCCC2)o1	9.7%	0.3	68	-0.1%	/	i	0.9	i	6.0	-4.5%	-0.1%	7.4%
Cc1cc(NC(=O)c2ccccc2F)n(-c2nc3ccccc3[nH]2)n1	25.6%	3.9	88	0.8%	1.6	i	0.5	i	39.3	-1.8%	0.3%	7.3%
CC(=O)Nc1nc2c(F)cccc2s1	0.3%	0.9	60	1.1%	/	i	2.2	i	25.6	/	-0.3%	-8.4%
Cc1ccc(S(=O)(=O)N2CCN(C(=O)N3CCOCC3)C2c2ccc(N(C)C)cc2)cc1 (stereo not given)	13.3%	-1.3	58	0.8%	1.1	i	0.6	i	47.3	-5.6%	0.0%	-2.6%
COc1ccccc1NC(=S)N(CCc1nc2cc(C)c(C)cc2[nH]1)Cc1cccnc1	6.4%	3.6	46	1.4%	1.1	i	1.6	i	34.7	-5.3%	0.0%	7.9%
Cc1c(C)[n+](=O)c2c(n1[O-])CCC2	1.5%	-0.7	52	-0.9%	1.1	i	1.0	i	19.1	5.5%	1.5%	12.6%
CC(=O)C1=C(C)NC(SCC(=O)c2ccc(Cl)c(Cl)c2)=C(C#N)C1c1ccco1 (stereo not given)	/	2.4	37	6.9%	1	+	15.2*	i	24.8	/	4.3%	2.3%
CC(=O)N1CCN(c2ccc(NC(=O)COc3ccc(Cl)cc3Cl)cc2)CC1	8.7%	1.1	69	10.4%	1.1	i	0.4	i	45.5	7.8%	0.0%	2.6%
COc1cc(S(=O)(=O)Nc2cccc(C)c2)ccc1N=Cc1c(C)[nH]n(-c2ccccc2)c1=O	14.4%	1.6	76	2.3%	1.2	/	/	i	39.6	-3.7%	/	/
CCOc1cc(C(=O)N/N=C\c2cn(CC)nc2C)cc(OCC)c1OCC	0.7%	-1.6	64	1.3%	1.1	i	2.7	i	46.9	10.7%	-0.1%[50 µM]	-13.1%
COc1ccc(-c2csc(NC(=O)c3cc(-c4cccs4)nc4ccccc34)n2)c(OC)c1	1.9%	-1.4	52	0.0%	1.1	i	0.5	i	46.3	21.5%	1.8%	6.3%
Cc1ccccc1NC(=O)CC1C(=O)NCCN1C(=O)c1cccc(Cl)c1 (stereo not given)	3.2%	0.1	64	1.4%	/	i	0.7	i	44.3	6.0%	0.1%	7.2%
COc1ccc(/C=C/C(=O)c2ccc(O)cc2)cc1	2.7%	0.3	90	1.7%	1	i	3.7	i	18.5	-10.1%	-2.3%	4.3%
Cc1ccc(NC2=C(CC(=O)O)C(c3ccccc3)N(c3ccc(C)cc3)C2=O)cc1 (stereo not given)	18.4%	3.1	43	3.2%	1	i	0.8	i	51.6	-6.0%	-0.4%	-6.2%
COCC(=O)N1CCC(Oc2ccc(C(=O)NCCCC3CCCC3)cc2)CC1	7.8%	0.7	68	4.7%	/	i	0.3	i	61.7	2.6%	-0.3%	7.0%
CCOc1ccc(N=Cc2c(O)c3ccccc3oc2=O)cc1	18.1%	0.5	40	0.7%	1	i	0.5	i	10.3	-20.0%	0.1%	11.6%
CCOc1ccccc1CNS(=O)(=O)c1cnc[nH]1	14.8%	-0.1	60	0.5%	/	i	1.8	i	31.9	-7.0%	0.1%	8.9%
Cc1ccc(NC(=S)Nc2ccc(F)cc2)cc1	6.8%	0.5	69	9.8%	/	i	0.6	i	55.8	6.4%	0.0%	7.8%
